# PglD inh: PglD (C. jejuni) enzyme inhibition; purified PglD enzyme, DTNB colorimetric CoA detection; inhibition, % at 12.5 µM; 360,000 tested, 0.098% active; in the data active = inhibition above about 16%, passing the limit was not always enough; note: strong numbers were not always called active
# PGC1a acetyl inh: PGC1a acetylation modulation, inhibitor mode; U2OS PGC1a acetylation, AlphaScreen anti-acetyl-lysine; with virally co-expressed GCN5 acetyltransferase; inhibition, % at 15.6 µM; 350,000 tested, 0.17% active;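 active = every replicate shows inhibition of at least 40%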;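 note: 0% = neutral control wells and 100% = positive control wells; some results beyond the cut were filed as inactive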
# * = called active by the depositor.
SMILES,PglD inh,PGC1a acetyl inh
CCc1ccc(N2CC(C(=O)Nc3cc(C)ccc3F)CC2=O)cc1 (configuration not stated),-4,-7
Cc1csc(SCC(=O)NC2CCCCC2)n1,-2,-2
O=C(C1CCN(S(=O)(=O)Cc2ccccc2)CC1)N1CCCc2ccccc21,5,-2
COc1ccc(NC(=O)c2[nH]c(C)c(C(C)=O)c2C)cc1Cl,-3,-9
COc1ccccc1Cc1c(-c2ccco2)nc2c(C)cc(Br)cn12,3,14
CCOC(=O)N1CCN(C(=O)c2ccc(N(C)S(C)(=O)=O)cc2)CC1,-2,4
CCn1c(COc2ccc3c(c2)OCO3)nnc1SCC(=O)c1ccccc1,3,-4
COC(=O)C1=C(C)NC(=O)NC1c1ccsc1 (configuration not stated),2,-4
CCCOc1ccccc1C1NC(=O)NC(C)=C1C(=O)OCCOC (configuration not stated),3,-6
Cc1nc2ccc(NC(=O)N3CCC(c4ccccc4)C3)cc2nc1C (configuration not stated),1,3
COc1ccc(C(=O)c2nc3c(n2O)CCCCC3)cc1,-10,1
CCCCCCCCCOC(=O)C[n+]1csc(CCO)c1C,-2,-5
Cc1ccc(-c2nnc(C)c(N3CC(C)OC(C)C3)n2)cc1 (configuration not stated),-2,5
O=C(O)c1n[nH]c2ccccc12,-2,9
C/C(=C\C(=O)c1ccc(Br)cc1)Nc1cccc(Cl)c1,5,0
O=C(CC(NS(=O)(=O)c1ccc(Cl)cc1)c1ccco1)NC1CCCC1 (configuration not stated),0,1
COc1cc(C(=O)Nc2sc3c(c2C(=O)NCc2ccco2)CCCC3)cc(OC)c1OC,-4,-11
CCOC(=O)CNC(=O)c1sc(NC(=O)c2cccc(F)c2)nc1C,-3,20
Cc1cc(NC(=O)Cn2c(=O)n(Cc3ccccc3)c(=O)c3ccccc32)no1,3,2
Cn1nnnc1NCc1c(F)cccc1Cl,-5,-3
CN(c1ccc(C(=O)NCC2CCCO2)cc1)S(=O)(=O)c1ccccc1 (configuration not stated),-4,-17
CCOC(=O)c1c(NC(=O)COc2ccccc2OCC)sc2c1CC(C)(C)NC2(C)C,-3,4
O=C1CCCC(O)=C1C=Nc1ccc(O)cc1,-7,-16
COC(=O)c1cn(C)c2ccc(S(=O)(=O)N3CC(C)CC(C)C3)cc2c1=O (configuration not stated),-8,14
COc1cccc(OCC(O)CN2CCC(C)CC2)c1 (configuration not stated),5,-20

# Other compounds
SMILES,PglD inh,PGC1a acetyl inh
CCNc1nc(SC(C(C)=O)C(C)=O)nc(N(C)C)n1,-2,5
COCCNC(=O)c1ccc2c(c1)ncn2-c1ccc(F)c(F)c1,-1,7
CCOc1nc2ccccc2nc1C,-9,9
O=C1CC(N2CCC(O)(c3ccc(Cl)cc3)CC2)C(=O)N1Cc1ccc(N2CCCC2=O)cc1 (configuration not stated),-5,-14
O=C1C2C3C=CC(C3)C2C(=O)N1c1n[nH]c(-c2ccccc2)n1 (configuration not stated),-3,5
Cc1cccc(OCCSc2cc(C)nc(N)n2)c1,-5,0
CC1Cc2cc(/C(O)=C3/C(=O)C(=O)N(CC4CCCO4)C3c3ccco3)ccc2O1 (configuration not stated),-1,19
CCc1ccc(OCc2nnc(NC(=O)c3cccs3)s2)cc1,-1,10
Cc1ccc(S(=O)(=O)NCCNC(=O)c2ccccc2)cc1,-1,6
COc1cccc(NS(=O)(=O)c2ccc(S(=O)(=O)N3CCOCC3)cc2)c1,-1,5
COc1cccc(C2OC(=O)c3ccccc3N2C(C)=O)c1OC(C)=O (configuration not stated),2,3
CCOC(=O)CCSc1nc(C)c2ccccc2n1,-3,-5
CCN(CC)c1ccc(-c2nn3c(-c4n[nH]c5c4CCC5)nnc3s2)cc1,-12,-37
COCc1nnc(NC(=O)C(C)C)s1,-2,-3
COc1ccc(N(C(C)=O)S(=O)(=O)c2cc(OC)ccc2OC)cc1,2,-2
Cc1ccc(CNC(=O)/C=C/c2ccccc2Cl)cc1,4,4
CCOC(=O)c1c(NC(=O)c2ccc(C)cc2)sc2c1CC(C)(C)OC2,0,-28
CCOC(=O)C1CCN(c2nc3ccccc3nc2C(C#N)C(=O)OC(C)COC)CC1 (configuration not stated),2,-2
Cc1noc(/C=C/c2ccco2)c1S(=O)(=O)N1CCC(C(=O)N2CCc3ccccc3C2)CC1,-3,-21
O=S(=O)(Nc1ncnc2sc3c(c12)CCC3)c1ccc(Cl)s1,-3,5
CC(C)Cc1nc(N2CCOCC2)c(C#N)c2c1COC(C)(C)C2,2,12
COC(CNC(=O)C1CC(=O)N(CCc2ccccc2)C1)OC (configuration not stated),-1,8
CSc1ccccc1NC(=O)Nc1cccc(Cl)c1Cl,-4,-14
CSc1nsc(SC)c1NC(=O)OCCc1ccccn1,1,-9
COc1ccc(/C=N/Nc2nccnc2Cl)cc1,-5,0

# Another view of part of the listing above.
# Values run as follows: PglD inh	PGC1a acetyl inh
- COc1ccc(/C=N/Nc2nccnc2Cl)cc1
→ -5	0
- CC(C)Cc1nc(N2CCOCC2)c(C#N)c2c1COC(C)(C)C2
→ 2	12
- CCOC(=O)c1c(NC(=O)c2ccc(C)cc2)sc2c1CC(C)(C)OC2
→ 0	-28
- CSc1ccccc1NC(=O)Nc1cccc(Cl)c1Cl
→ -4	-14
- CC1Cc2cc(/C(O)=C3/C(=O)C(=O)N(CC4CCCO4)C3c3ccco3)ccc2O1 (configuration not stated)
→ -1	19
- CCOc1nc2ccccc2nc1C
→ -9	9
- COCCNC(=O)c1ccc2c(c1)ncn2-c1ccc(F)c(F)c1
→ -1	7

# (continued)
SMILES,PglD inh,PGC1a acetyl inh
Cc1cc(C(=O)N2CCN(c3ccccn3)CC2)no1,2,-5
CC(=O)Nc1ccc2c(c1)nc1n2CCOC1,-4,3
CC(=O)Nc1ccc(S(=O)(=O)c2c(N)n(CCN3CCOCC3)c3nc4ccccc4nc23)cc1,1,8
COC(=O)c1ccc(Cl)c(NC(=O)CN2CCOCC2)c1,-2,11
Cc1cccc(CN2CCN(C(=O)c3ccccc3F)CC2)c1,6,11
O=C(CSc1ccc(Cl)cc1)Nc1cccc(NC(=O)c2ccco2)c1,3,10
CCN1CCN(Cc2c(O)ccc3c(=O)c(-c4ccc(OC)c(OC)c4)c(C)oc23)CC1,-1,5
CCN1CCCC1CNC(=O)C1CCN(Cc2nc(-c3cccc(Br)c3)oc2C)CC1 (configuration not stated),4,-23
CC(=O)N1[C@H](C)C=C[C@]1(Cc1ccccc1)C(=O)NCCc1c[nH]c2ccccc12,7,0
COc1ccc(Cl)c(N2CCN(CCCNC(=O)Nc3ccc(C)cc3)CC2)c1,7,-3
CCOC(=O)c1c(NC(=O)C2c3ccccc3Oc3ccccc32)sc(C(N)=O)c1C,-7,-17
C=CCn1c(N)c(C(=O)OCCC)c2nc3ccccc3nc21,3,-2
Cn1c(=O)[nH]c(=O)c2c1nc(Sc1nc3ccccc3s1)n2Cc1ccccc1,4,11
COCC(=O)Nc1cc([N+](=O)[O-])ccc1C,2,-4
O=C(CN1C(=O)c2ccccc2C1=O)NCC1COc2ccccc2O1 (configuration not stated),4,-16
O=C(Nc1ccc(Cl)cn1)C1CCCN1S(=O)(=O)c1ccccc1 (configuration not stated),-9,0
CC1(C)CC(=O)C=C(N=CC2=C(O)CC(C)(C)CC2=O)C1,-4,-12
Cc1onc(-c2ccccc2Cl)c1-c1nc(-c2ccncc2)no1,0,-6
O=C(CN1C(=O)S/C(=C/c2cccs2)C1=O)N1CCOCC1,0,-7
CCN(CC)CCCNC(=O)N[C@@H](Cc1ccccc1)C(=O)O,-1,-1
CC(C)(C)NCC(O)COCc1ccc(Cl)cc1 (configuration not stated),-2,-19
COc1ccc(CCNC(=O)c2cc(-c3ccc(C)cc3O)n[nH]2)cc1OC,1,-21
CCCCCCOC(=O)/C=C/c1c(C)[nH]c(=O)[nH]c1=O,5,-6
CC(C)(C)OC(=O)NNC(=S)NCc1ccc(Cl)cc1,-4,5
Cc1cc(S(=O)(=O)N2CCN(c3ccccc3C)CC2)ccc1F,-8,-32

# (cont.)
SMILES,PglD inh,PGC1a acetyl inh
O=C(Cn1cnc2c(cnn2-c2ccc(F)cc2)c1=O)N1CCCc2ccccc21,-3,2
CCCc1c(C)[nH]c2ccccc2c1=O,-3,-2
O=C(Nc1cnn(Cc2ccc(Cl)cc2)c1)c1ccc([N+](=O)[O-])cc1,6,1
O=C(O)CCc1nc(-c2ccccc2Cl)no1,0,2
CS(=O)(=O)Nc1ccc(C(=O)NCCSCc2ccco2)cc1,4,4
O=C(NCN1CCN(c2ccccn2)CC1)c1cnccn1,-3,-9
Cc1ccc(N(CC(=O)NCc2ccncc2)S(C)(=O)=O)cc1,4,1
COc1ccc(CCn2nnnc2C(c2ccc(C)cc2)N2CCN(C)CC2)cc1OC (configuration not stated),-4,0
O=S(=O)(c1ccc(Cl)cc1)c1snnc1-c1ccccc1,-35,42*
O=C1CCCC2=C1C(c1cn(-c3ccccc3)nc1-c1cccs1)c1c([nH]c(=O)[nH]c1=O)N2 (configuration not stated),1,-5
CCc1ccc(-c2c(C)sc(NC(C)=O)c2C(N)=O)cc1,0,31
Cc1ncc(CN2CCC(N3CCC(C(=O)N4CCCC4)CC3)CC2)s1,-2,2
O=C(CNC(=O)c1ccco1)NCC(=O)OCc1cccc(C(=O)Oc2ccccc2)c1,11,-3
CC(C)CCOc1ncnc2c1sc1nc3c(cc12)CSC(C)(C)C3,-1,9
CCNc1nc(NCC)nc(OCCOC(=O)COc2ccc(Cl)cc2Cl)n1,4,2
C/C(=N\NC(=O)c1c(Br)c(C)nn1C)c1cccc(NC(=O)C2CCC2)c1,2,-1
CCOCCCn1c(=O)c(NC(=O)c2ccc(OCC)cc2)c2n(c1=S)CCCCC2,2,-7
O=C(NC1CCCCC1)c1nn2c(C(F)(F)F)cc(-c3ccco3)nc2c1Br,1,0
CCN(C(=O)COC(=O)c1cc(C)n(-c2ccc(F)cc2)c1C)C1CCS(=O)(=O)C1 (configuration not stated),2,28
C=CCN(CC=C)S(=O)(=O)c1ccc(NC(=S)NC(=O)Cc2ccc(OC)cc2)cc1,-1,-5
CC(C)c1ccc(/C=C/C(=O)NNC(=O)c2cccnc2)cc1,0,0
Cc1cc(=S)[nH]c2c(C)cccc12,-2,-6
Fc1ccc(CSc2nncn2NC/C=C/c2ccccc2)cc1,3,8
CC(=O)C1=C(C)Nc2cc(C(F)(F)F)ccc2S1,7,-5
COc1ccc(C2C(C(=O)c3cccs3)=C(O)C(=O)N2c2nnc(C)s2)cc1OC (configuration not stated),-5,6

# Next structures follow.
SMILES,PglD inh,PGC1a acetyl inh
CCCCNC(=O)Nc1ccnn1C1CCCCC1,5,2
CC(C)C(=O)Nc1cccc(C(=O)Nc2nnc(C(C)(C)C)s2)c1,3,-11
CC(C)[C@H](NC(=O)NCCc1ccccc1)C(=O)O,1,0
Cc1csc(NC(=O)CSc2nncn2C)n1,2,3
O=C(CN1C(=O)C2CCCCC2C1=O)Nc1nc(-c2ccccn2)cs1 (configuration not stated),3,15
O=C(CSc1nc2ccccc2o1)N1CCN(c2ccccc2)CC1,0,-4
CC(=O)Oc1ccc2c(c1)OC(c1ccccc1)CC21CC(C)(C)NC(=S)N1 (configuration not stated),7,-13
COc1cccc(NC(=O)c2ccccc2-c2nc(-c3ccccc3)no2)c1,1,-9
O=c1ccn(CCOc2ccc(Cl)cc2)c(=O)[nH]1,-1,8
COc1ccc(Cc2nnc(NC(=O)Cc3cccs3)s2)cc1,6,6
Cc1cc2nc(N)sc2cc1C,9,3
Cc1ccc(OCCCOc2cccc3cccnc23)cc1C,6,-5
Cc1ccc(C)c(S(=O)(=O)N2CCN(C(=O)Cn3c(C(F)(F)F)nc4ccccc43)CC2)c1,-2,-6
O=C(Nc1ccc(F)cc1Cl)c1ccc2c(=O)n3c(nc2c1)CCCCC3,2,-4
CCOC(=O)c1c(N)sc(C(=O)N2CCCCC2)c1C,-3,-15
Oc1ccc(Br)cc1/C=N/N1CCN(Cc2ccccc2)CC1,-8,1
CCOc1ccccc1N(CC(=O)N1CCOCC1)S(=O)(=O)c1ccc(SC)cc1,-4,-7
COc1ccc(-c2nn(-c3ccccc3)cc2C(=O)Nc2nc(CC(C)=O)ns2)cc1,0,-2

# Another view of part of the listing above.
# Values run as follows: PglD inh | PGC1a acetyl inh
> O=c1ccn(CCOc2ccc(Cl)cc2)c(=O)[nH]1
→ -1 | 8
> Oc1ccc(Br)cc1/C=N/N1CCN(Cc2ccccc2)CC1
→ -8 | 1
> CCCCNC(=O)Nc1ccnn1C1CCCCC1
→ 5 | 2
> COc1ccc(Cc2nnc(NC(=O)Cc3cccs3)s2)cc1
→ 6 | 6

# In the list so far, these have a cyano group:
SMILES,PglD inh,PGC1a acetyl inh
CCOC(=O)C1CCN(c2nc3ccccc3nc2C(C#N)C(=O)OC(C)COC)CC1 (configuration not stated),2,-2
CC(C)Cc1nc(N2CCOCC2)c(C#N)c2c1COC(C)(C)C2,2,12

# 2 of the compounds above, as tab-separated lines.
Compound	PglD inh	PGC1a acetyl inh
O=c1ccn(CCOc2ccc(Cl)cc2)c(=O)[nH]1	-1	8
COc1ccc(Cc2nnc(NC(=O)Cc3cccs3)s2)cc1	6	6

# A portion of the library; count on the stated rates, not on these rows.
